FLuc counter: inhibits or activates purified firefly luciferase, miR-21 counter-screen; P08659; purified FLuc, Km substrates, luminescence inhibition; Potency, µM (doses to about 57.5 µM), inactives show at the top dose activity change, negative = inhibition, usual class: inhibitors; 360,000 compounds, 6.9% hits; active = well fitted inhibition curve with a large enough effect; inconclusive = small, poorly fitted or top-dose-only effect;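 note: plate controls were vehicle for no effect and reference inhibitor for full effect; nearly all actives have a fitted effect of over 55% in size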
Target sequence (P08659 whole entry, looked up): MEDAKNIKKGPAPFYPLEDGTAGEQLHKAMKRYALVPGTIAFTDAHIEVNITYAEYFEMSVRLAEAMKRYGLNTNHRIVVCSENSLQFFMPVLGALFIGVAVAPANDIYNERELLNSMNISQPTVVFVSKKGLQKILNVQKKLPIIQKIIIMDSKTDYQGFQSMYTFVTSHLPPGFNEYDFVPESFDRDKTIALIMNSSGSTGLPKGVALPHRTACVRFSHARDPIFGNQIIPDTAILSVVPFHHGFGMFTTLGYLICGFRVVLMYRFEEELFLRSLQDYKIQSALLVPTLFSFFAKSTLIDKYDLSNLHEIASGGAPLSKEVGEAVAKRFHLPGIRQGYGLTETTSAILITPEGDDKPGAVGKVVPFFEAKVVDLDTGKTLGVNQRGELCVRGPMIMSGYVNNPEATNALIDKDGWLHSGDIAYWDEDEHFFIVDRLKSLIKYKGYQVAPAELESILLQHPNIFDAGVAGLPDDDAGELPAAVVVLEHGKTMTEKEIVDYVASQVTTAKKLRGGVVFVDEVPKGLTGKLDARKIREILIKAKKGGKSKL
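Purified P. pyralis luciferase, 10 nM final, with Km-level 10 uM D-luciferin and 10 uM ATP in 50 mM Tris acetate pH 7.5, 10 mM Mg acetate, 0.01% Tween-20, 0.05% BSA; 6-point qHTS titration about 60 µM downward; luminescence read.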
The depositor's hits bear a star; ? = inconclusive. Potency is the fitted concentration of half-maximal effect.

CCOc1ccccc1NC(=O)c1c(NC(=O)c2cccc(C)c2)sc2c1CCCC2
  FLuc counter = -1%
COc1ccccc1OCc1nc(-c2cccc(C)c2)no1
  FLuc counter = 8.5µM*
Cn1c(SCC(=O)Nc2nc3ccccc3s2)ncc(C(=O)Nc2ccc(Cl)cc2)c1=O
  FLuc counter = ?
COc1ccc(S(=O)(=O)Nc2ccc3c(c2)sc(=O)n3C)cc1Cl
  FLuc counter = -20%
Cc1cc(C)c2oc(-c3ccc(NC(=O)c4cc(Br)ccc4Cl)cc3)nc2c1
  FLuc counter = -5%
COc1ccccc1CNC(=O)CCC(=O)N1CC2CCCN2c2ccccc21 (centres undefined)
  FLuc counter = 3%
O=C(CCC(=O)N1CCSc2ccccc21)NCc1ccccc1Cl
  FLuc counter = 8%
CCOC(=O)N1CCc2c(sc3c2c(=O)n(CCc2ccccc2)c(=O)n3CC(=O)Nc2cccc(C)c2)C1
  FLuc counter = 3%
O=c1c2cc3c(nc2ncn1Cc1ccc(Cl)cc1)CCCC3
  FLuc counter = 1%
Cc1ccc(CSc2oc(-c3ccco3)nc2S(=O)(=O)c2ccc(Cl)cc2)cc1
  FLuc counter = 1%

CCOc1cc(-c2ccc(OC(=O)c3ccc(C)cc3)c(OC)c2)cc(=O)c2c(C)oc(C)c12
  FLuc counter = -10%
COc1ccc2c(c1)Cc1sc(NC(=O)c3ccccc3C)nc1-2
  FLuc counter = -5%
O=C(NCc1ccc(Cl)cc1)c1cc2ccc3cccnc3c2[nH]1
  FLuc counter = -10%
COc1ccc(CNC(=O)C2CCN(c3nnc(C)c4c(C)n(-c5ccc(C)cc5)nc34)CC2)cc1
  FLuc counter = -7%
Cc1ccc(S(=O)(=O)Nc2cc3c(cc2NCc2ccccc2)n(C)c(=O)n3C)cc1
  FLuc counter = ?
Cc1cccc(CNC(=O)c2ccc(NC(=O)N3CC(C)Sc4ccccc43)cc2)c1 (centres undefined)
  FLuc counter = 4%
COc1cc(C(=O)N2CC(=O)Nc3ccc(C)cc3C2c2ccc(F)cc2)cc(OC)c1OC (centres undefined)
  FLuc counter = 0%
Cc1cc(C)c2c(n1)SCCN2C(=O)Nc1ccc(C(=O)Nc2ccc(C(C)C)cc2)cc1
  FLuc counter = -8%
COc1ccc(C)cc1NC(=O)N1CCN(c2nnc(C)c3c(C)n(-c4ccccc4)nc23)CC1
  FLuc counter = -4%
CCc1ccc(CNC(=O)Cc2c(C(=O)O)c(C)cn2C)cc1
  FLuc counter = -17%

COc1ccccc1NC(=O)C1=C(C)Nc2c(C(=O)Nc3ccc(F)cc3)cnn2C1c1ccc(Cl)cc1 (centres undefined)
  FLuc counter = -11%
COc1ccc(Cl)cc1NC(=O)c1cc2nc(-c3ccc(C)cc3)cc(C(F)(F)F)n2n1
  FLuc counter = 1%
CCOc1ccc(C(=O)c2cn(Cc3ccc(OC)cc3)c3cc(OC)c(OC)cc3c2=O)cc1
  FLuc counter = 5%
CC(=O)c1cccc(Nc2nc(-c3cccc(C)c3)nc3ccccc23)c1
  FLuc counter = -12%
COc1cc(SC)ccc1C(=O)N1CCn2c3c(c4cc(C)ccc42)CCCC31 (centres undefined)
  FLuc counter = -15%
CC(C)(C)OC(=O)N1CCC(c2c(C(=O)NC3CCN(Cc4ccccc4)CC3)cnn2-c2cccc(F)c2)CC1
  FLuc counter = -3%
O=C(CCn1cnc2onc(-c3ccc(F)cc3)c2c1=O)N1CCN(c2ccc(F)cc2)CC1
  FLuc counter = -1%
O=C(CC1N=C2c3ccccc3N=C(SCc3ccc(Cl)cc3)N2C1=O)NCCc1ccccc1 (centres undefined)
  FLuc counter = ?
Cc1ccc(CNC(=O)COCc2cc(-c3ccc4c(c3)OCO4)on2)cc1
  FLuc counter = -14%
O=C(CCS(=O)(=O)c1ccccc1)N(Cc1cccnc1)c1nc2ccc(Cl)cc2s1
  FLuc counter = -2%

CCN(CC)CCCNC(=O)c1nn(-c2ccc(OC)cc2)c(=O)c2c1c1ccccc1n2C
  FLuc counter = 3%
Clc1cccc(C2=NC(c3cccs3)=Nc3ccc(Br)cc3N2)c1
  FLuc counter = -15%
CCC(=O)N1c2ccccc2CC1C(=O)NCCCN1CCN(c2cccc(Cl)c2)CC1 (centres undefined)
  FLuc counter = 6%
Cc1cccc(Cc2c(C)nc3nc(SCc4ccccc4C)nn3c2C)c1
  FLuc counter = -4%
CC(=O)Nc1ccc(S(=O)(=O)N2CCC(c3nnnn3-c3ccccc3)CC2)cc1
  FLuc counter = 0%
O=S(=O)(NCC(c1cccs1)S(=O)(=O)c1ccccc1)c1ccccc1 (centres undefined)
  FLuc counter = -8%
COc1ccccc1CNC(=O)CCc1c(C)nn(-c2ccc(N3CCCC3)nn2)c1C
  FLuc counter = -3%
CC(C)Oc1cccc(NC(=O)C2CCN(S(=O)(=O)Cc3ccccc3)CC2)c1
  FLuc counter = -7%
CCOC(=O)C1CCN(C(=O)CN2c3ccc(C(C)C)cc3-c3ccccc3S2(=O)=O)CC1
  FLuc counter = -14%
CCOC(=O)CCn1c(=O)c2cccn2c2cccnc21
  FLuc counter = -4%

CCc1ccc(-c2[nH]c3c(c2-c2sc(C)c(C(=O)OC)c2O)c(=O)[nH]c(=O)n3C)cc1
  FLuc counter = -1%
COc1ccc(CNC(=O)c2cc(-c3cccc(Cl)c3)on2)cc1
  FLuc counter = -2%
Cc1ccccc1Cn1c2ccccc2c2cnn(CC(=O)NCC(C)c3ccccc3)c(=O)c21 (centres undefined)
  FLuc counter = -2%
Cc1ccc(-c2csc(-c3cc4c([nH]c3=O)CC(c3ccccc3)CC4=O)n2)cc1 (centres undefined)
  FLuc counter = 1%
CCN(CC)C(=O)CSc1cn(CC(=O)N2CCCCCC2)c2ccccc12
  FLuc counter = 0%
CCOCCCNC(=O)C1CCC(CNS(=O)(=O)c2ccc(NC(C)=O)cc2)CC1 (centres undefined)
  FLuc counter = 6%
Cc1ccc(C)c(N2CCN(C(=O)c3c4c(nc5ccccc35)C(=O)N(C3CCCCC3)C4)CC2)c1
  FLuc counter = -7%
COc1ccc(-c2nc3ccc(Cl)cn3c2Nc2ccc(C)cc2)cc1
  FLuc counter = -6%
CCC(Cn1nnc2ccccc2c1=O)NC(=O)Nc1ccc(C)cc1C (centres undefined)
  FLuc counter = -3%
NCCc1nnc(SCc2ccc(Cl)cc2)o1
  FLuc counter = 2%

COc1ccc(CCNC(=O)Cc2c(C)c3ccc(O)c(C)c3oc2=O)cc1OC
  FLuc counter = 2%
Cc1ccc(CN2c3ccccc3-c3nc(SCC(=O)Nc4c(C)cc(C)cc4C)ncc3S2(=O)=O)cc1
  FLuc counter = 3%
CCc1c(C)c(C#N)c2nc3ccccc3n2c1Nc1cccc(C(F)(F)F)c1
  FLuc counter = 2%
CCc1ccc(OCC(=O)N(Cc2ccc(OC)cc2)C2CCS(=O)(=O)C2)cc1 (centres undefined)
  FLuc counter = 1%
Cc1cccc(NC(=O)CSc2nnc(NC(=O)Nc3ccccc3)s2)c1C
  FLuc counter = -10%
COc1ccc(C2=C(C)C(=NCCCN3CCN(c4cc(C)ccc4C)CC3)NS2(=O)=O)cc1
  FLuc counter = -2%
CCCCOC(=O)c1ccc(NC(=O)c2ccc3c(c2)CCCN3S(C)(=O)=O)cc1
  FLuc counter = -13%
O=C(COc1ccc([N+](=O)[O-])cc1)N1CCC(c2nc3ccccc3s2)CC1
  FLuc counter = -19%
CCCNC(=O)c1c2c(nc3ccccc13)C(=O)N(C1CCCCC1)C2
  FLuc counter = -2%
Cc1cccc(-c2cc(-c3ccccc3)nc(SCC(=O)Nc3ccccc3)c2C#N)c1
  FLuc counter = -2%

COc1ccc(Cl)cc1NC(=O)C(=O)NCc1ccc(Cl)cc1
  FLuc counter = 2%
COC(=O)c1ccc(NC(=O)CSc2n[nH]c(CC(C)C)n2)cc1
  FLuc counter = -11%
CCN(CC)S(=O)(=O)c1ccc2c(c1)N(CC(=O)NCCCN1CCN(c3ccccc3F)CC1)C(=O)CO2
  FLuc counter = 0%
CCCOc1ccc(OC(=O)c2cn(-c3ccc(OC)cc3)c(=O)c3ccccc23)cc1
  FLuc counter = -2%
Cc1ccccc1Cn1c(=O)n(CCC(=O)NCc2ccco2)c(=O)c2sccc21
  FLuc counter = -1%
COc1cc(-c2nc(S(=O)(=O)c3ccc(Br)cc3)c(N3CCOCC3)o2)cc(OC)c1OC
  FLuc counter = -2%
Cc1cc(C)c(S(=O)(=O)Nc2ccc(-c3ccc(N4CCCCCC4)nn3)cc2)c(C)c1
  FLuc counter = ?
Cc1ccc(-n2nc(CO)c(C(=O)NCCc3ccccc3)n2)cc1
  FLuc counter = 0%
CN(C)c1ccc(CNC(=O)CCCN2C(=O)c3cccnc3Oc3ccc(Cl)cc32)cc1
  FLuc counter = 0%
CCc1cccc(C)c1NC(=O)c1cnn(-c2ccc(OC)cc2)c1C1CCN(C(=O)OC(C)(C)C)CC1
  FLuc counter = -1%

COc1ccc(CCC(=O)NCc2nc3cccnc3n2Cc2ccc(OC)cc2)cc1
  FLuc counter = -2%
CCOc1ccccc1CNC(=O)c1cccn1-c1nnc(N2CCCCC2)s1
  FLuc counter = -13%
COc1ccccc1CNC(=O)c1ccc(NC(=O)N2CC(C)Sc3ccccc32)cc1 (centres undefined)
  FLuc counter = -13%
CCc1ccc(CN(Cc2cn[nH]c2-c2ccc(OC)cc2)C(=O)Nc2cc(Cl)ccc2OC)cc1
  FLuc counter = 0%
Cc1c(C(=O)OCCOc2ccccc2)[nH]c2c1C(=O)CC(c1ccc(C(C)(C)C)cc1)C2 (centres undefined)
  FLuc counter = -5%
COc1ccccc1-c1nc(SCC(=O)NCc2ccccc2)c2c(=O)n(C)c(=O)n(C)c2n1
  FLuc counter = 5%
Cc1cc(Nc2ccccc2C)nc(-n2nc(C)cc2C)n1
  FLuc counter = 4%
O=C(Nc1ccc(F)cc1)Nc1csc2c1CCCC2
  FLuc counter = ?
Cc1ccc(/C=C/C(=O)Nc2ccccc2C(N)=O)o1
  FLuc counter = 9.5µM*
Cc1ccc(C(=O)Nc2ccc(S(=O)(=O)Nc3onc(C)c3C)cc2)cc1
  FLuc counter = 12µM*

CC1=C(c2ccc(C)cc2)S(=O)(=O)N(Cc2ccc(C(=O)Nc3ccccc3C)cc2)C1=O
  FLuc counter = 7%
O=C(CN(CCc1ccccc1)S(=O)(=O)c1ccc(Br)cc1)NCc1ccc(Cl)cc1
  FLuc counter = -14%
CCC(=O)Nc1sc2c(c1C(=O)Nc1ccc(Br)cc1)CCCCC2
  FLuc counter = 3%
CCc1ccc(NC(=O)C2CCN(S(=O)(=O)c3c(C)noc3/C=C\c3ccc(OC)cc3)CC2)cc1
  FLuc counter = 0%
Cc1cccc(NC(=O)c2ccc(CN3CC(=O)N4CCCCC4C3=O)cc2)c1C (centres undefined)
  FLuc counter = -9%
Cn1c(=O)oc2cc(S(=O)(=O)NC(Cc3ccccc3)C(=O)Nc3ccc(F)c(Cl)c3)ccc21 (centres undefined)
  FLuc counter = -2%
CCc1cccc(NC(=O)Nc2csc3c2CCCC3)c1
  FLuc counter = ?
CCOc1ccccc1NC(=O)c1sc2nc3c(cc2c1N)CN(Cc1ccccc1)CC3
  FLuc counter = 6%
CCOC(=O)c1cc(-c2ccc(F)cc2)n(CCC(=O)NCc2ccccc2OC)c1C
  FLuc counter = -7%
Cc1cc(C)nc(-n2nc(C)c3c2N(Cc2ccccc2F)C(=O)CC3c2ccc(Cl)cc2)n1 (centres undefined)
  FLuc counter = -2%

COc1cc(OC)cc(-n2c(=O)c3sccc3n(Cc3ccc(F)cc3)c2=O)c1
  FLuc counter = -3%
CCOC(=O)CSc1nc(-c2ccccc2)cc(C(F)(F)F)c1C#N
  FLuc counter = 0%
Cc1cc(-c2nc3ncccc3o2)ccc1NC(=O)COc1ccccc1C
  FLuc counter = 3%
CC1=C(c2ccc(C)cc2)S(=O)(=O)N(Cc2ccc(C(=O)NCc3ccccc3F)cc2)C1=O
  FLuc counter = -6%
O=C(c1ccc(CSc2nc3ccncc3n2Cc2cccc(F)c2)cc1)N1CCCCC1
  FLuc counter = ?
CCOc1ccccc1NC(=O)C1CCN(S(=O)(=O)c2ccc3c(c2)CC(C)N3C(C)=O)CC1 (centres undefined)
  FLuc counter = 4%
Cc1ccc(NC(=O)N2CCN(c3ccc(Cl)c(Cl)c3)CC2)cc1
  FLuc counter = -10%
CCOc1ccc(Nc2nnc(-n3nc(C)cc3C)c3ccccc23)cc1
  FLuc counter = ?
Cc1cc(NC(=O)CCNS(=O)(=O)c2ccc3c(c2)oc(=O)n3C)ccc1Br
  FLuc counter = -11%
Cc1ccc(-c2nn(CC(=O)NC3CCCC3)c3c2cnc2ccccc23)cc1
  FLuc counter = 0%

Reformatted: entries from further up.
SMILES | FLuc counter
O=C(c1ccc(CSc2nc3ccncc3n2Cc2cccc(F)c2)cc1)N1CCCCC1 | ?
CCOc1ccccc1NC(=O)C1CCN(S(=O)(=O)c2ccc3c(c2)CC(C)N3C(C)=O)CC1 (centres undefined) | 4%
Cc1ccc(NC(=O)N2CCN(c3ccc(Cl)c(Cl)c3)CC2)cc1 | -10%
CCOc1ccc(Nc2nnc(-n3nc(C)cc3C)c3ccccc23)cc1 | ?
Cc1cc(NC(=O)CCNS(=O)(=O)c2ccc3c(c2)oc(=O)n3C)ccc1Br | -11%
Cc1ccc(-c2nn(CC(=O)NC3CCCC3)c3c2cnc2ccccc23)cc1 | 0%

Continuation.
O=C(NC1CCCCCC1)c1ccc2c(c1)sc1nc(-c3ccccc3)cn12
  FLuc counter = -2%
Cc1cccc(CN2C(=O)c3ccccc3Sc3ccc(C(=O)NC4CCCCC4)cc32)c1
  FLuc counter = -3%
CCOc1cccc(C(=O)N(Cc2ccc(N(C)C)cc2)CC2CCCO2)c1 (centres undefined)
  FLuc counter = -3%
COc1ccccc1NC(=O)c1cc2c(=O)n(Cc3cccs3)ccc2nc1C
  FLuc counter = -4%
Cc1ccccc1CSc1cn(CC(=O)N2CCCCCC2)c2ccccc12
  FLuc counter = -3%
Cc1ccc2c(CNCCc3ccccc3)c(C(=O)O)n(Cc3ccccc3C)c2c1
  FLuc counter = -4%
Cc1c(C(=O)N(Cc2ccc(Cl)cc2)CC2CCCO2)oc2ccc(F)cc12 (centres undefined)
  FLuc counter = 2%

Source: PubChem

The list is partial, so the mix of outcomes need not match the whole.
